# CHRM5 agonist – CHRM5 agonism in calcium assay; 360,000 compounds, 0.19% hits; CHO-K1 hM5 cells, Fluo-8 calcium fluorescence; 0% DMSO wells, 100% maximal acetylcholine response; activation, % at 3 µM;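 active = activation above the run's mean over test compounds plus 3 SD, cut at about 23% in these data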;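 also: signal is peak over basal fluorescence ratio across the kinetic read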
# Target sequence (P08912 whole entry, looked up): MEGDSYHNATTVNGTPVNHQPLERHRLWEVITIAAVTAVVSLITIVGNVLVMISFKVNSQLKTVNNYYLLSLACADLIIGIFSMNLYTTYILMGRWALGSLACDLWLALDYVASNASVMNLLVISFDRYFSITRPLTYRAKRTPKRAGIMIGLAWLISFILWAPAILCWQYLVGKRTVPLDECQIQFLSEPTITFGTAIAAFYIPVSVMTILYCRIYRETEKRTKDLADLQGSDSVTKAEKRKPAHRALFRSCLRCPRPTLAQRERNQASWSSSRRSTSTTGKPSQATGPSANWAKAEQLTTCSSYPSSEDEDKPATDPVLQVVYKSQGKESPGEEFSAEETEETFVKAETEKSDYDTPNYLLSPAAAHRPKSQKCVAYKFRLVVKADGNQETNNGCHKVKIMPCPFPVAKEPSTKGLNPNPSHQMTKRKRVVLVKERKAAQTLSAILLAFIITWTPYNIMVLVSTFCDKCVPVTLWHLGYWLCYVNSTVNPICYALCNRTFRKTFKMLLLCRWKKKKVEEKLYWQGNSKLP
# M4 ag – agonists of human muscarinic M4 receptor (CHRM4); AID 624127; activation, % at 3 µM; P08173; 360,000 compounds, 0.14% hits; CHO-K1 hM4/Gqi5, Fluo-8 calcium fluorescence; vehicle 0%, full acetylcholine response 100%;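 active = activation above the run mean over all test wells plus 3 SD, cut at about 32% in these data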;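 also: peak over basal fluorescence ratio per well then scaled between controls; 0% = DMSO wells and 100% = acetylcholine at EC100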
# Target sequence (P08173 whole entry, looked up): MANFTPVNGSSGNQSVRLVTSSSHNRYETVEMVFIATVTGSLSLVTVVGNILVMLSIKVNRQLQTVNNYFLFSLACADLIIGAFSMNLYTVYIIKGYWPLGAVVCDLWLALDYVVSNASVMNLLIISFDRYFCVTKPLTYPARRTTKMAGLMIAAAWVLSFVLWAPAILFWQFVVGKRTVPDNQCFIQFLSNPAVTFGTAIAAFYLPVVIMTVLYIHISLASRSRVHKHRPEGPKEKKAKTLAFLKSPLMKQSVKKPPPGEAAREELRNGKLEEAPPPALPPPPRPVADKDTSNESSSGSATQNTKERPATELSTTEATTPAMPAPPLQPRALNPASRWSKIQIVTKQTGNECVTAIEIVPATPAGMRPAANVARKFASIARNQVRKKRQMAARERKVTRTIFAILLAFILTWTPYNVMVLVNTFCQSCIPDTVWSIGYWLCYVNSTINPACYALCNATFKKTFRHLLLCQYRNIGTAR
# M1 antag – blocks human M1 muscarinic receptor. CHO-K1 hM1, Fluo-8 calcium fluorescence, ACh EC80 antagonist. inhibition, % at 3 µM. 360,000 compounds, 1.3% hits;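 active = percent inhibition above its own plate's cutoff, namely the mean of that plate's compound wells plus 3 SD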;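 also: peak over basal fluorescence ratio during 140 s after agonist addition; 0% = ACh EC80 plus DMSO and 100% = DMSO alone without agonist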
# TAAR1 agonist – agonists of human TAAR1; AID 624467; Q96RJ0; CHO RD-HGA16 TAAR1, Fluo-8 calcium fluorescence; vehicle wells 0%, saturating PEA agonist 100%; 360,000 compounds, 0.99% hits; activation, % at 3 µM;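 active = activation above the mean activation of all test compounds in the run plus 3 SD, cut at about 38% in these data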
#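 test system = CHO RD-HGA16 cells carrying human TAAR1 plus Gα16 | schedule = 17-24 h seeding, 75 min 37 °C dye, 30 min RT | compound dosing = 3 µM single concentration | control set = DMSO and PEA EC100 | replicates = n 1 | signal = Fluo-8 fluorescence, 5 s baseline then 140 s kinetic read | measure = percent activation vs PEA EC100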
# CHRM4 antagonist – antagonists of human muscarinic M4 receptor (CHRM4). P08173. CHO-hM4 cells, ACh EC80, Fluo-8 calcium fluorescence. inhibition, % at 3 µM. 360,000 compounds, 0.73% hits;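 active = inhibition above its plate's cutoff, the mean inhibition of sample wells plus 3 SD, cut at about 27% in these data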;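 also: 0% = acetylcholine EC80 with DMSO and 100% = DMSO without agonist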
# M1 ag – human M1 muscarinic receptor agonism; activation, % at 3 µM; 360,000 compounds, 0.33% hits; P11229; CHO-K1 hM1, Fluo-8 calcium fluorescence, agonist mode; 0% DMSO, 100% acetylcholine EC100; AID 588814;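 active = activation above the run's mean compound activation plus 3 SD, cut at about 16% in these data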;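 also: peak over basal fluorescence ratio within a 140 s kinetic read after compound addition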
# M5 PAM – positive allosteric modulators of human muscarinic M5 receptor. activation, % at 3 µM. CHO-K1 hM5, Fluo-8 calcium, ACh EC20 PAM; 0% = ACh EC20, 100% = ACh EC100. 360,000 compounds, 0.3% hits. AID 624038;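 active = activation above the run cutoff, the mean activation of all test compounds plus 3 SD, cut at about 18% in these data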
#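 Test system: CHO-K1 hM5 cells / Doses: single-point, 3 µM nominal / Times: Post-acetylcholine fluorescence recording 140 s / Technique: Fluo-8 calcium fluorescence / Measure: Max/basal fluorescence ratio as % of EC20–EC100 ACh window / Benchmarks: low control EC20 acetylcholine (0%), high control EC100 acetylcholine (100%) / Replicates: one well per compound, no replicates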
# M1 PAM – potentiates human M1 receptor response to acetylcholine; activation, % at 3 µM; CHO-K1 hM1, Fluo-8 calcium fluorescence, ACh EC20; 0% = ACh EC20, 100% = maximal ACh; 360,000 compounds, 0.088% hits; in the data active = activation above about 19%, passing the limit was not always enough
# CHRM5 antagonist – antagonists of human muscarinic M5 receptor (CHRM5); CHO-hM5 cells, Fluo-8 calcium fluorescence, ACh EC80; inhibition, % at 3 µM; P08912; 360,000 compounds, 0.59% hits;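 active = inhibition above a per-plate cutoff, the mean of that plate's test compounds plus 3 SD, cut at about 27% in these data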;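 also: 0% = acetylcholine EC80 with DMSO and 100% = DMSO without agonist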
# * marks the source's active call; other numbers are inactive results; . = not tested or not shown. A portion of the library, so the mix of outcomes need not match the whole.
SMILES,CHRM5 agonist,M4 ag,M1 antag,TAAR1 agonist,CHRM4 antagonist,M1 ag,M5 PAM,M1 PAM,CHRM5 antagonist
CCN(C(=O)COC(=O)CCC(=O)c1cccs1)c1ccccc1,4,1,4,18,-6,0,7,7,-10
CC1SCC(NC(=O)c2cccc(Cl)c2)CS1 (stereo not drawn),-5,1,0,-1,-1,-4,3,0,5
CCCCOc1ccc(Cc2c(O)nc(SC)[nH]c2=O)cc1,7,5,-9,1,18,-4,51*,12,30*
CC(=O)Oc1ccc(C)cc1N1C(=O)c2ccc(C(=O)O)cc2C1=O,-1,0,4,0,-4,1,-3,4,-1
CC(C)(C)c1ccc(C(=O)NNC(=O)CCC(=O)Nc2ccccc2)cc1,-2,2,-4,2,-3,-2,-1,-1,6
COc1ccc(N2C(=O)CSC2c2ccc(F)c(F)c2)cc1 (stereo not drawn),-9,1,13,0,12,-6,-7,-5,4
CC(C)OCCCNC(=O)C1CCN(S(=O)(=O)N2CCCCC2)CC1,1,3,19,1,8,0,-2,-7,0
Cc1nn(-c2ccccc2)c2sc(C(=O)NC3CC3)cc12,1,1,7,9,1,-4,6,-2,-9
CN(c1ccccc1)S(=O)(=O)c1ccc(C(=O)OCC(=O)NCc2ccco2)cc1,-3,1,1,2,6,-4,-7,1,-11
Cc1ccc(C(=O)NC2CCCCNC2=O)cc1C (stereo not drawn),-6,2,-12,1,-19,-4,2,6,0
CCOc1ccc(/C(O)=C2/C(=O)C(=O)N(CCN(CC)CC)C2c2cccs2)cc1 (stereo not drawn),0,7,-6,0,2,-4,2,8,5
COc1ccc(N2C(=O)c3ccc(NC(C)=O)cc3C2=O)cc1,-1,1,-4,10,-3,-2,-14,4,10
Cn1c(N)c(S(=O)(=O)NCc2ccccc2)c(=O)n(C)c1=O,3,1,-6,10,1,-2,-3,6,3
Cc1ccc(C)c(SCC(=O)OCC(=O)N2CC(C)OC(C)C2)c1 (stereo not drawn),-1,3,12,0,2,-3,-11,-5,10
CN(C)S(=O)(=O)N1CCC(Oc2ccc(C(=O)N3CCCCCCC3)cc2)CC1,3,6,-2,4,-17,2,4,-2,-22
COC(=O)N1CCCCC1c1cc(C(=O)Nc2cccc3c2CCCC3)no1 (stereo not drawn),-2,-1,0,3,19,-6,-1,-1,-2
O=C(Cn1ncc2c([nH]c3ccccc32)c1=O)NCCc1ccc(Cl)cc1,-1,1,2,-1,4,-3,-5,-1,8
CC(C)Cc1nnc(NC(=O)CC(=O)Nc2ccccc2C(=O)O)s1,0,-1,-24,-3,4,-1,1,9,-2
Cc1cccc(NC(=O)Nc2ccc([N+](=O)[O-])cc2)n1,1,2,3,0,10,-2,-2,0,18
COc1cc(C(=O)Nc2cccc(-c3nc4cc(C)ccc4o3)c2C)cc(OC)c1OC,-2,2,-5,11,7,-2,-2,1,-4
ClCC1=Nc2ccccc2Cc2ccccc21,-9,0,-5,4,13,-5,0,7,3
CCOc1ccc(N=CC2=C(O)CC(C)(C)CC2=O)cc1,-3,1,6,3,1,-5,-3,-1,3
O=C1CC(N2CCN(c3cccc(C(F)(F)F)c3)CC2)C(=O)N1c1ccc(F)cc1 (stereo not drawn),2,3,-2,13,5,-1,-2,-5,-5
COc1ccc(N2CCN(C(=O)COCC(=O)O)CC2)cc1,-5,0,-4,0,0,-3,1,5,6
CC(=O)Nc1ccc(S(=O)(=O)NCCC(=O)OCC(=O)N2CCN(C(=O)c3ccco3)CC2)cc1,-4,0,15,3,0,0,-10,-2,23
Cc1c(-c2cc(C(=O)O)no2)cnn1C,-2,0,0,3,6,-5,4,4,-5
Cc1cc(N2CCOCC2)nc2cc(O)ccc12,2,-1,-16,0,-4,-4,2,10,5
Cc1nnc2c(N(C)S(=O)(=O)c3ccccc3)nc3ccccc3n12,-1,1,-5,6,-9,-2,2,6,-6
CCCOc1ccc(F)cc1-c1cc(C(=O)NC2CCCCC2)[nH]n1,-6,4,-5,0,-16,-7,-16,-12,-5
CCOn1c(=O)c(-c2ccccc2)[n+]([O-])c2ccccc21,-1,1,-3,2,-6,-3,2,-1,0
CCOC(=O)CN1N=C(/C=C/c2ccccc2)CCC1=O,28*,1,0,2,11,-3,2,0,-5
Clc1ccc(CNC2CCCC2)c(Cl)c1,-1,0,-19,3,4,-6,-4,0,2
N#CC1=C(N)Oc2c(ccc3ccccc23)C1c1ccsc1 (stereo not drawn),-4,0,-14,9,3,-5,-3,0,1
CCOc1ccc(NC(=O)CNc2ccc(C)cc2Cl)cc1,-3,-1,6,8,-2,-5,-8,1,3
COC(=O)[C@]12CCCCC=C1N(Cc1cccc3ccccc13)C(=O)[C@H](CC(=O)NCC1CCCCC1)C2,0,13,.,-1,13,.,-10,.,3
Nc1nc2n[nH]nc2c(=O)[nH]1,2,1,13,0,2,-1,-2,-3,1
Cc1ccc(Nc2nc3ccc(Cl)cc3n3cnnc23)cc1F,-2,0,21,3,-4,-2,2,6,6
Cc1cccc(NC(=O)C2CCCN2C(=O)Oc2ccccc2)c1C (stereo not drawn),2,0,-25,0,-8,-2,1,3,-1
Cc1ccc(-c2cc(C(F)F)n3ncc(C(=O)N4CCN(c5cccc(C)c5C)CC4)c3n2)cc1,0,11,-19,14,-2,-1,-1,0,4
Cc1ccc(CNC(=O)Cn2c(=O)c3sccc3n(Cc3ccc([N+](=O)[O-])cc3)c2=O)cc1,-2,0,-20,-3,-7,0,-1,12,0
Cc1ccc(/C=C2\SC(=S)N(CCC(=O)NNC(=O)c3ccccc3O)C2=O)cc1,0,2,2,3,-11,0,3,2,0
COc1ccc(C(CCN)c2ccc3c(c2)OCO3)cc1 (stereo not drawn),-5,1,-8,1,-1,-6,-4,5,1
CCCN1CCN(CC(O)COC(c2ccc(OC)cc2)c2ccc(OC)cc2)CC1 (stereo not drawn),-2,0,-8,1,0,-6,-4,2,11
O=C(Cn1sc2ccccc2c1=O)Nc1ccccc1,10,14,-17,35,3,7,9,8,-10
Cc1ccc(CN2CCN(/N=C/c3ccc(C(F)(F)F)cc3)CC2)c(C)c1,-1,-1,-8,-1,0,-3,-2,6,3
COc1cc(NC(=O)C2CC3CCC2C3)c(OC)cc1Cl (stereo not drawn),2,-1,-20,-4,-4,-2,3,16,-3
CSc1nnc2c(n1)c(C)nn2-c1ccc(C)cc1,4,0,0,16,4,-3,0,5,7
CNC(=O)C1CC(=O)N(Cc2ccc3c(c2)OCO3)C(=Nc2ccc(F)cc2)S1 (stereo not drawn),1,.,-8,2,3,-2,-3,3,-2
C/C(=N\Nc1ccc(C(=O)O)cc1)c1ccc(-n2ccnc2)cc1,-1,1,1,4,-4,-4,7,4,10
CC(=O)N1CC[n+]2c(-c3ccc(Cl)cc3)csc21,-3,1,1,5,10,-8,-2,6,5
CCOC(=O)CNC(=O)C(CC(N)=O)NC(=O)OC(C)(C)C (stereo not drawn),5,2,-12,1,-1,0,3,7,2
COCC(=O)Nc1nc2n(n1)C(c1ccccc1Cl)CC(c1ccc(OC)cc1)N2 (stereo not drawn),-1,1,-3,9,-5,-6,9,3,-12
COc1ccc(N2C(=O)C3C4c5ccccc5C(C=Nc5ccc(C)cc5C)(c5ccccc54)C3C2=O)cc1 (stereo not drawn),-12,2,-11,8,-3,-3,7,12,-3
O=C(Nc1cccc(S(=O)(=O)N2CCCC2)c1)c1ccco1,-4,1,-1,26,-10,-8,-12,3,13
Cc1ccc(NC(=O)C(C)Sc2nnc(C)n2C2CC2)cc1S(=O)(=O)N1CCOCC1 (stereo not drawn),0,0,-21,12,7,-7,-7,12,11
C=CCn1c(Br)nc2c1c(=O)n(C)c(=O)n2C,0,0,-23,0,-8,2,3,11,6
CCCOC(=O)c1c(NC(=O)c2cnn3c2NC(c2ccccc2)CC3C(F)(F)F)sc2c1CCCC2 (stereo not drawn),-3,2,2,1,22,-1,-6,4,14
COc1cc(CCC(=O)Nc2ccc(S(=O)(=O)N3CCCC3)cc2)cc(OC)c1OC,3,1,-3,7,-6,-2,-4,7,4
Cc1c(NS(=O)(=O)c2cccc(C(=O)OCC(=O)N(C)C3CCCCC3)c2)c(=O)n(-c2ccccc2)n1C,-2,1,-5,1,5,-6,9,8,2
O=C(CCC(=O)OCC(=O)c1ccc(C(F)(F)F)cc1)OCC(=O)c1ccc(C(F)(F)F)cc1,5,0,-9,4,4,-4,5,11,2

# Three structures out of the list, sorted by count of non-hydrogen atoms, falling:
SMILES,CHRM5 agonist,M4 ag,M1 antag,TAAR1 agonist,CHRM4 antagonist,M1 ag,M5 PAM,M1 PAM,CHRM5 antagonist
CNC(=O)C1CC(=O)N(Cc2ccc3c(c2)OCO3)C(=Nc2ccc(F)cc2)S1 (stereo not drawn),1,.,-8,2,3,-2,-3,3,-2
C/C(=N\Nc1ccc(C(=O)O)cc1)c1ccc(-n2ccnc2)cc1,-1,1,1,4,-4,-4,7,4,10
O=C(Nc1cccc(S(=O)(=O)N2CCCC2)c1)c1ccco1,-4,1,-1,26,-10,-8,-12,3,13

# Complete entries, looked up by structure:
# Shown for CSc1nnc2c(n1)c(C)nn2-c1ccc(C)cc1 : CHRM5 agonist: 4; M4 ag: 0; M1 antag: 0; TAAR1 agonist: 16; CHRM4 antagonist: 4; M1 ag: -3; M5 PAM: 0; M1 PAM: 5; CHRM5 antagonist: 7
# Shown for CCCOC(=O)c1c(NC(=O)c2cnn3c2NC(c2ccccc2)CC3C(F)(F)F)sc2c1CCCC2 (stereo not drawn) : CHRM5 agonist: -3; M4 ag: 2; M1 antag: 2; TAAR1 agonist: 1; CHRM4 antagonist: 22; M1 ag: -1; M5 PAM: -6; M1 PAM: 4; CHRM5 antagonist: 14

# The list goes on.
SMILES,CHRM5 agonist,M4 ag,M1 antag,TAAR1 agonist,CHRM4 antagonist,M1 ag,M5 PAM,M1 PAM,CHRM5 antagonist
COc1cc(NC(=O)c2cc(CC(C)C)on2)c(OC)cc1Cl,1,1,9,2,-11,-5,-1,-10,2
C#CCN1C(=O)S/C(=C\c2ccc(N3CCOCC3)cc2C)C1=O,0,2,-9,7,1,-4,-3,9,-3
Cc1csc(=O)n1CC(=O)OCC(=O)Nc1ccc(C(N)=O)cc1,2,1,-11,10,-14,-1,-1,6,-1
COc1ccc(NC(=O)CCC(=O)OCC(=O)c2ccc(Oc3ccc([N+](=O)[O-])cc3)cc2)cc1,-2,2,-3,3,-1,-6,-3,5,6
O=[N+]([O-])c1cccc(NN=Nc2ccccc2)c1,-1,1,0,7,1,0,10,1,1
Cc1ccc(OCCCC(=O)Nc2ccc3c(c2)OCO3)cc1,-1,7,2,3,4,-1,-5,-1,5
O=C(O)Cc1ccc(S(=O)(=O)Nc2ccccc2C(=O)O)cc1,2,0,-12,-1,2,-1,11,15,0
CC(C)Oc1ccc(C2CC(=O)N(C)C2=O)cc1 (stereo not drawn),0,1,-24,5,6,-5,-2,7,4
COc1ccccc1NS(=O)(=O)c1cc(NC(=O)c2ccco2)ccc1N1CCOCC1,-1,12,20,12,9,-4,-11,-9,22
COc1ccc(C(=O)Nc2nnc(Cc3ccc(OC)c(OC)c3)s2)cc1,-1,0,1,4,4,-3,-1,2,8
COc1ccccc1NC(=O)c1ccc2c(c1)N(CC(=O)NC(C)C)C(=O)C(C)(C)O2,-1,1,-11,1,-5,-3,-3,9,4

# Assay outcomes: PubChem BioAssay, The Scripps Research Institute Molecular Screening Center
